# From PubChem BioAssay
# miR122 inh: blocks miR-122 activity in Huh7 sensor cells; Huh7 miR-122 Renilla luciferase sensor, 48 h; neutral wells = 0, positive control = 100; activation (reporter increase), % at 12.5 µM; 340,000 compounds, 0.3% hits;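 active means mean replicate activation score at least 90 and every replicate individually at or above 90; inconclusive means only one of the two criteria met; inactive means neither criterion met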;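 further: higher luciferase means less miR-122 activity so hits act as miR-122 inhibitors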
# GSIS activator: GLuc luminescence reporter in INS-1E cells, primary screen for activators of glucose-dependent secretion of insulin; INS-1E GLuc reporter insulin secretion, 2-3 h; activation, % at 16.6 µM; 370,000 compounds, 0.61% hits; AID 743287;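 active means lowest replicate activation of at least 40%, so every replicate reaches that level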;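 further: 0% = median of neutral control wells and 100% = median of IBMX positive control wells; some compounds called inactive have numbers as strong as hits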
# PAX8 inh HTS: inhibitors of PAX8 transcriptional activity in RMG-I cells; RMG-I TPO-luciferase reporter, SteadyGlo, 24 h; inhibition, % at 12.6 µM; 360,000 compounds, 1.2% hits; AID 652154;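 active means mean replicate inhibition at least 60% with every replicate also reaching 60%; inconclusive means only one of the two criteria is met; inactive means mean below 60% and not all replicates reaching 60%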;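 further: luciferase light reporting Pax8 driven TPO promoter activity; plate controls were median of neutral control wells for no effect and mitoxantrone controls for full effect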
# EWS-Fli block: inhibitors of EWS/Fli oncoprotein transcriptional activity | A673 NR0B1-luciferase reporter, viability-normalised | inhibition, % at 12.6 µM | 350,000 compounds, 0.67% hits | AID 651661;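 active means mean inhibition of at least 50% after viability correction, with every replicate also passing that limit; inconclusive means mean reaches 50% but only one of two replicates passes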;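 further: firefly luciferase signal divided by Alamar Blue viability fluorescence both relative to DMSO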
# CFTR F508del cor: CFTR F508del correction in bronchial cells | CFBE cells, YFP halide quenching; stimulated with forskolin plus potentiator P3; % fluorescence drop versus neutral controls | activity (quench increase), % at 7.58 µM | 350,000 compounds, 0.36% hits | AID 720511;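 active means mean added fluorescence quench of at least 8% versus neutral control, with both replicates also reaching 8%; inconclusive means only one of the mean or replicate conditions met; inactive means mean below 8% and not both replicates reaching 8%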;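 further: cells transiently co-express mutant CFTR-F508del with the halide-sensitive YFP; corrector assay measuring rescue of mutant channel to the surface after 24 h compound exposure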
# DENV2 CPE rescue: inhibitors of DENV2 cytopathic effect; DENV2-infected cells, cytopathic effect rescue, plate reader; CPE inhibition, % at 9.99 µM; 350,000 compounds, 1.7% hits; AID 651640; in the data active means CPE inhibition above about 20%, passing the limit was not always enough; inconclusive means no clear call, values can overlap the other calls; tested in BHK-21 cells;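 further: 0% = median of neutral control wells and 100% = median of positive control wells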
# FN deposit inh: fibronectin deposition inhibition. AH1F fibroblasts, Alexa488-fibronectin deposition fluorescence, overnight. inhibition, % at 12.6 µM. 350,000 compounds, 0.086% hits. AID 743247;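 active means mean inhibition across replicates of 30% or more, regardless of how many single replicates reach that level; inconclusive means mean under 30% yet at least half of replicates reach 30%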;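 further: positive control wells lacked labelled fibronectin entirely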
#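 material = AH1F fibroblast monolayer depositing Alexa488-labelled fibronectin into matrix | amount = 10000 AH1F cells/well | buffer or medium = DMEM plus 2% serum, read in PBS | incubation = 1 h cell adhesion before compound, then overnight fibronectin incubation | detection = fluorescence at 485 nm excitation, 525 nm emission | evaluation = percent inhibition as loss of matrix-bound fibronectin fluorescence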
# An asterisk follows results filed as active; ? = inconclusive; · = no result given; [ ] = remark or other dose. An unsorted share of the library; overall some 3.9% were active at least once.
SMILES,miR122 inh,GSIS activator,PAX8 inh HTS,EWS-Fli block,CFTR F508del cor,DENV2 CPE rescue,FN deposit inh
O=C(COC(=O)Cc1n[nH]c(=O)c2ccccc12)NNC(=O)c1ccc(Br)cc1,5,19,9,-2,-6.7,-1,2
COC(=O)c1ccc(Oc2nc(N(C)C)nc(N3CCOCC3)n2)cc1,-1,·,10,·,·,·,12
Cc1cc2cc(CNC(=S)NCc3ccccc3)ccc2n1C,-8,-13,18,-3,5.3,-4,-3
CC(Oc1ccc(Cl)cc1Cl)c1ccn[nH]1 (stereo not drawn),1,-17,14,9,-1.0,0,2
COc1cc(C(=O)Nc2ccccc2SCc2cc(=O)n3nc(C)sc3n2)cc(OC)c1OC,-4,-2,2,·,0.5,-1,-2
C[C@H](CO)N1C[C@H](C)[C@@H](CN(C)C(=O)Nc2ccccc2)Oc2ccc(NC(=O)CCC(F)(F)F)cc2CC1=O,-2[16.7 µM],10,-18,-6,-2.8,-2,·
COc1ccccc1N1CCN(C(=O)c2ccccc2NC(=O)C2CCCCC2C(=O)O)CC1 (stereo not drawn),2,·,7,-1,·,6,1
CCCCCSc1nnc(N)s1,·,·,-5,7,1.7,32*,-4
CC(C)CCN(CC(=O)NCc1ccc(F)cc1)S(=O)(=O)c1ccccc1F,·,7,24,16,2.4,-3,-1
CCC(=O)N1CCN(c2cc(N3CCCC3)c(F)cc2[N+](=O)[O-])CC1,5,-1,-6,-5,-4.3,11,5
COc1ccc(C2CC(=O)N(C)c3ccccc3S2)cc1OC (stereo not drawn),6,·,-181,-14,·,-5,3
C(COC1CC2CC1C1C2CC2OC21)OC1CC2CC1C1C2CC2OC21 (stereo not drawn),·,-6,-9,-1,0.7,3,·
CC(C)NC(=O)Nc1ccc2c(c1)CC(=O)N([C@@H](C)CO)C[C@@H](C)[C@H](CN(C)C(=O)Nc1ccccc1)O2,0[16.7 µM],18,19,-5,-1.2,14,·
C[C@@H]1CN([C@@H](C)CO)S(=O)(=O)c2ccc(-c3cccnc3)cc2O[C@H]1CN(C)C(=O)C1CC1,-4[16.7 µM],18,·,-5,-1.2,·,·
Cc1ccc(-n2c(Cc3cccn3C)nnc2SCC(=O)NCc2ccco2)cc1,-4,0,·,·,·,·,-3
CO[C@@H]1CN(C)C(=O)c2cc(NS(C)(=O)=O)ccc2OC[C@H](C)N(C(=O)CC2CC2)C[C@H]1C,·,2,-11,-2,-3.2,-3,-28
O=C(CCC(=O)OCC(=O)c1cccc([N+](=O)[O-])c1)Nc1cccc(Cl)c1Cl,-5,25,10,·,·,·,2
CCN1C(=O)C2(C(C#N)=C(N)Oc3cc(C)oc(=O)c32)c2ccccc21 (stereo not drawn),-9,·,-7,·,·,·,-4
CCOc1ccc(/C=C2\SC(=S)N(CCC(=O)Nc3ccc(C(=O)O)cc3)C2=O)cc1,-1,5,-1,-23,-0.6,10,-9
CSCCC(NC(=O)c1ccccc1Cl)C(=O)NCCOc1ccc(C)cc1 (stereo not drawn),-2,·,-11,3,-2.2,5,1
COc1ccccc1C(=O)N1CCN(C(=O)[C@H]2O[C@@H](n3cnc(C(N)=O)n3)[C@H](O)[C@@H]2O)CC1,·,·,-17,-4,3.0,-1,1
COc1ccc(CN2C(=O)CNC2=S)cc1,-4,5,-7,4,-2.0,-2,4
CC(=O)Oc1ccc(C(=O)NCCc2ccccc2)cc1,-1,-3,-70,-8,0.4,-5,0
COc1cccc(-n2ccnc2SCC(=O)Nc2ccccc2F)c1,·,13,-2,-1,-2.5,3,·
C=CC(O)Cc1c(C)n[nH]c1C (stereo not drawn),-1,10,·,-3,-0.9,·,·

# The results go on.
SMILES,miR122 inh,GSIS activator,PAX8 inh HTS,EWS-Fli block,CFTR F508del cor,DENV2 CPE rescue,FN deposit inh
Cc1ccc(NC(=O)c2cccs2)cc1[N+](=O)[O-],·,1,-33,-44,-0.3,8,·
Cc1ccc(S(=O)(=O)CCC(=O)Nc2cc(Cl)ccc2-n2cncn2)cc1,-5,10,7,6,-4.2,-11,0
COCCNc1nc(NCc2ccc(NC(C)=O)cc2)c2sc(-c3ccccc3)cc2n1,-22,29,86*,43,-1.7,16,4
Nc1nn(-c2cccc(F)n2)cc1-c1ccccc1,4,-1,-66,-84,0.7,-3,-2
Nc1nc(SCC(=O)Nc2ccccc2Oc2ccccc2)n[nH]1,-3,-17,9,·,·,·,1
CC1(C)CC(=O)CC(C)(C)N1OC(=O)c1ccncc1,-2,20,·,·,·,·,12
C[C@@H]1CN([C@@H](C)CO)C(=O)c2cc(NC(=O)Cc3cn(C)c4ccccc34)ccc2O[C@@H]1CN(C)Cc1ccc(C(=O)Nc2ccccc2N)cc1,13[16.7 µM],5,·,33,0.4,0,-16
N#Cc1c2c(c(Nc3ccc(O)cc3)n3c1nc1ccccc13)CCC2,-11,-3,·,·,·,·,7
COCCNC(=O)c1onc(CSc2ccccn2)c1C(=O)NCCOC,-2,6,14,-7,0.5,?,11
C[C@H](CO)N1C[C@H](C)[C@@H](CN(C)Cc2ccc(-c3ccccc3)cc2)Oc2c(NC(=O)c3nc4ccccc4s3)cccc2C1=O,-2[16.7 µM],38,·,-13,-2.3,-8,·
O=C1CC(c2ccccc2)=NN1c1ccccc1,-5,-6,8,7,4.8,-2,-4
CCOC(=O)c1cccc(NC(=O)CCNS(=O)(=O)c2ccc3c(c2)CCN3C(=O)CC)c1,-11,·,3,·,·,·,-13
COCCN1Cc2cc(C(=O)OC)c3c(c2C1=O)c1cc(OC)ccc1n3S(C)(=O)=O,·,·,-8,9,0.3,-2,0
CCCNC(=O)N(C)C[C@@H]1Oc2cc(-c3ccccc3)ccc2S(=O)(=O)N([C@H](C)CO)C[C@@H]1C,6[16.7 µM],-9,17,-10,-0.1,-3,·
COc1cccc(S(=O)(=O)c2nc(C)c3c(n2)CCC3)c1,·,16,21,-28,-2.8,·,2
Cc1cc2ccccc2nc1Br,·,20,9,8,·,-2,-1
COc1ccccc1S(=O)(=O)c1ccccc1[N+](=O)[O-],-3,4,-13,-1,-0.2,13,-3
Cc1ccc(NC(=S)NCc2ccc(S(N)(=O)=O)cc2)cc1Cl,-3,-22,0,1,3.3,2,2
CCC(CO)n1c(SCc2cc(=O)oc3cc(C)ccc23)nc2ccccc2c1=O (stereo not drawn),3,-4,20,·,·,·,15
CC1=NN(C(=O)Cn2nc([N+](=O)[O-])cc2C)C(O)(C(F)(F)F)C1 (stereo not drawn),·,16,5,·,·,·,3
COC(=O)c1cn(NC(=O)Cc2c(F)cccc2Cl)c(=O)c2ccccc12,·,6,-2,3,0.2,7,0
CC(=O)N1CCN(C(C(=O)Nc2c(C)cccc2C)c2ccccc2OC(F)(F)F)CC1 (stereo not drawn),·,1,-35,-1,0.9,2,0
COC(=O)CCC(=O)OC1(C)C(=O)C=C2C=C3CCCN3C=C2C1=O (stereo not drawn),2,-7,10,-11,0.4,-2,0
O=C1C=C(C2CCCCC2)C(=O)c2ccccc21,4,·,13,-13,2.2,15,5
COCC(=O)N(C)C[C@@H]1Oc2ncc(C#CC3(O)CCCC3)cc2C(=O)N([C@@H](C)CO)C[C@@H]1C,-6[16.7 µM],2,·,-1,1.0,-5,0

# An excerpt of these results, tab-delimited:
compound	miR122 inh	GSIS activator	PAX8 inh HTS	EWS-Fli block	CFTR F508del cor	DENV2 CPE rescue	FN deposit inh
Cc1ccc(S(=O)(=O)CCC(=O)Nc2cc(Cl)ccc2-n2cncn2)cc1	-5	10	7	6	-4.2	-11	0
COCCNc1nc(NCc2ccc(NC(C)=O)cc2)c2sc(-c3ccccc3)cc2n1	-22	29	86*	43	-1.7	16	4
Nc1nn(-c2cccc(F)n2)cc1-c1ccccc1	4	-1	-66	-84	0.7	-3	-2
Nc1nc(SCC(=O)Nc2ccccc2Oc2ccccc2)n[nH]1	-3	-17	9	·	·	·	1
CC1(C)CC(=O)CC(C)(C)N1OC(=O)c1ccncc1	-2	20	·	·	·	·	12
C[C@@H]1CN([C@@H](C)CO)C(=O)c2cc(NC(=O)Cc3cn(C)c4ccccc34)ccc2O[C@@H]1CN(C)Cc1ccc(C(=O)Nc2ccccc2N)cc1	13[16.7 µM]	5	·	33	0.4	0	-16

# Filtered by structure: the entries above containing a CF3 group.
SMILES,miR122 inh,GSIS activator,PAX8 inh HTS,EWS-Fli block,CFTR F508del cor,DENV2 CPE rescue,FN deposit inh
C[C@H](CO)N1C[C@H](C)[C@@H](CN(C)C(=O)Nc2ccccc2)Oc2ccc(NC(=O)CCC(F)(F)F)cc2CC1=O,-2[16.7 µM],10,-18,-6,-2.8,-2,·
CC1=NN(C(=O)Cn2nc([N+](=O)[O-])cc2C)C(O)(C(F)(F)F)C1 (stereo not drawn),·,16,5,·,·,·,3
CC(=O)N1CCN(C(C(=O)Nc2c(C)cccc2C)c2ccccc2OC(F)(F)F)CC1 (stereo not drawn),·,1,-35,-1,0.9,2,0

# Remaining list, next part:
SMILES,miR122 inh,GSIS activator,PAX8 inh HTS,EWS-Fli block,CFTR F508del cor,DENV2 CPE rescue,FN deposit inh
Cc1ncc([N+](=O)[O-])n1CCOC(=O)NC(Nc1ccc(F)cc1)C(Cl)(Cl)Cl (stereo not drawn),5,-37,5,11,-1.5,12,10
Nc1nc(SCc2ccccc2Cl)c2ncn(C3OC(CO)C(O)C3O)c2n1 (stereo not drawn),·,11,·,-5,-2.4,-3,3
OC(COCc1cccs1)CN1CCN(c2cccc(Cl)c2)CC1 (stereo not drawn),·,8,5,0,·,13,-3
CCOC(=O)c1ccc(COC(=O)c2ccc3c(c2)-c2ccccc2C3=O)cc1,0,·,5,·,·,·,-6
CC1=C(C(=O)OCC(Cl)(Cl)Cl)N2C(=O)C(NC(=O)Cc3ccccc3)C2SC1 (stereo not drawn),·,-5,22,-7,-1.7,-2,3
CCCCCCn1c(N2CCC(C(N)=O)CC2)nc2c1c(=O)n(C)c(=O)n2C,-1,·,9,·,·,·,5
CCN(CC)S(=O)(=O)c1ccc(C(=O)OCC(=O)Nc2ccc(-c3nc4ccc(C)cc4s3)cc2)cc1,3,9,-110,35,·,-7,-15
CN(C)C(=O)C[C@@H]1CC[C@H]2[C@H](COc3ccc(NS(=O)(=O)c4cccc(F)c4)cc3C(=O)N2C)O1,3[16.7 µM],4,0,-2,1.7,1,-3
C[C@H](CO)N1C[C@H](C)[C@@H](CN(C)C(=O)C2CCCCC2)Oc2cc(C#CC(C)(C)O)ccc2S1(=O)=O,9[16.7 µM],-3,·,3,-2.4,-5,·
O=C(NC[C@@H]1[C@H](c2ccccc2)[C@@H](CO)N1C(=O)Cc1ccncc1)C1CCC1,-25[16.7 µM],-1,7,1,-1.3,-7,·
COCC(=O)N1CC(=O)N2[C@@H](CO)[C@H](c3ccc(-c4ccccc4F)cc3)[C@@H]2C1,·,5,3,5,2.1,-6,27
O=S(=O)(N[C@@H]1CCCN(Cc2ccc(OCCO)cc2)C1)c1cc(Cl)ccc1Cl,·,·,-14,-34,0.3,10,·
COc1ccc(S(=O)(=O)N(C)C[C@@H]2OCCCC[C@@H](C)Oc3ccc(NC(=O)C4CCCCC4)cc3C(=O)N([C@H](C)CO)C[C@H]2C)cc1,-6[16.7 µM],-43,12,5,0.5,-1,-2
Oc1c(Cl)cc(Cl)cc1/C=C/c1ccc2cccc(O)c2n1,·,-8,26,3,3.2,9,-7
C/C(=N\NC(=O)c1ccc(N(C)C)cc1)c1ccc(C)c(C)c1,-1,0,-16,·,·,·,0
CN1CCC(N2CCN(C3CN(C4CCCC4)S(=O)(=O)C3)CC2)CC1 (stereo not drawn),-6,9,17,2,-2.6,0,-1
CN(C(=O)c1c(Br)cnn1C)C12CC3CC(CC(C3)C1)C2,·,-8,-46,·,·,·,4
Cc1ccc(NC(=O)C(=O)NCCc2c[nH]c3ccccc23)cc1C,·,19,22,37,0.6,-3,1
